# Assay outcomes: PubChem, Broad Institute
# INS-1E GSIS act: primary screen for activators of insulin secretion dependent on glucose, INS-1E cells, GLuc reporter luminescence; AID 743287; 370,000 tested, 0.61% active; INS-1E GLuc reporter insulin secretion, 2-3 h; activation, % at 16.6 µM;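 active means lowest replicate activation of at least 40%, so every replicate reaches that level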;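 further: 0% = median of neutral control wells and 100% = median of IBMX positive control wells; some compounds called inactive have numbers as strong as hits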
# Xi reactivation: activators of X-chromosome reactivation in mouse fibroblasts | AID 743238 | 360,000 tested, 0.055% active | activation, % at 7.58 µM | XiGFP mouse fibroblasts, % GFP-positive cells imaging, 3 d; cells co-treated with 5-aza-dC sensitizer; scaled so ellipticine positive control = 100%;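 active means mean normalized replicate activation at least 10% and every replicate at or above 10%; inconclusive means only one of the two criteria met; inactive means mean below 10% and not all replicates reach 10%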;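 further: 0% = median of on-plate neutral control wells and 100% = ellipticine 6 µM median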
#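 material = 68-5-11 XiGFP fibroblast line | medium = DMEM plus 5-aza-dC sensitizer | schedule = 3 days compound exposure | benchmarks = positive control ellipticine, 6 µM final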
# RAD52 inh: RAD52 (human) annealing inhibition; P43351; recombinant RAD52 DNA annealing, FRET fluorescence; inhibition, % at 18.7 µM; 360,000 tested, 0.46% active;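 active means every replicate showing at least 50% inhibition; inconclusive means mean inhibition at least 50% but not in every replicate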
# Target sequence (P43351 whole entry, looked up): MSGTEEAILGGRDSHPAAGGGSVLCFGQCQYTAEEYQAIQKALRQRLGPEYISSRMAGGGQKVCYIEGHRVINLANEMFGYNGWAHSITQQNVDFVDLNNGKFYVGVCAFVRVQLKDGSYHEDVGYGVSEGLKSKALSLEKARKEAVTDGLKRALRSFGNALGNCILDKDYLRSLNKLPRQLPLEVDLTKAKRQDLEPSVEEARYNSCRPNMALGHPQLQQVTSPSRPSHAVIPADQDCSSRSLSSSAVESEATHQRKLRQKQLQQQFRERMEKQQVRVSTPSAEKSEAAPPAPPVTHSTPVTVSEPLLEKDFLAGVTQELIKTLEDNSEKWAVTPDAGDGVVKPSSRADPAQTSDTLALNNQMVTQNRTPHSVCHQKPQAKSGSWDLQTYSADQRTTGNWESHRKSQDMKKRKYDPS
# F508del corr: correctors of CFTR F508del function in bronchial epithelial cells; CFBE cells, YFP halide quenching; stimulated with forskolin plus potentiator P3; % fluorescence drop versus neutral controls; activity (quench increase), % at 7.58 µM; 350,000 tested, 0.36% active; AID 720511;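 active means mean added fluorescence quench of at least 8% versus neutral control, with both replicates also reaching 8%; inconclusive means only one of the mean or replicate conditions met; inactive means mean below 8% and not both replicates reaching 8%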;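 further: cells transiently co-express mutant CFTR-F508del with the halide-sensitive YFP; corrector assay measuring rescue of mutant channel to the surface after 24 h compound exposure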
# DENV2 CPE rescue: inhibitors of DENV2 cytopathic effect; DENV2-infected cells, cytopathic effect rescue, plate reader; CPE inhibition, % at 9.99 µM; 350,000 tested, 1.7% active; in the data active means CPE inhibition above about 20%, passing the limit was not always enough; inconclusive means no clear call, values can overlap the other calls; tested in BHK-21 cells;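 further: 0% = median of neutral control wells and 100% = median of positive control wells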
# E-sel inducer: induces E-selectin expression in human endothelial cells; P16581; HUVEC E-selectin immunofluorescence imaging; normalized: neutral wells 0, TNF-alpha wells 100; activation, % at 7.58 µM; 260,000 tested, 0.37% active; AID 686992;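 active means mean E-selectin-positive cell signal at least 10% of the positive control, reached in at least 60% of replicates, without over 20% cell loss; inconclusive means no rule given, readout overlaps actives, possibly toxicity-flagged; inactive means the rest, including those meeting only one limit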;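 further: in these data hits start at about 27%; measured in HUVEC primary endothelial cells; signal is the percent of cells scored E-selectin positive by PE staining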
#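 Read-out: % PE-positive cells | Test system: HUVEC | Doses: One compound dose added by pin transfer | Buffer or medium: EGM-2 over gelatin coat | Signal: Immunofluorescence imaging | Benchmarks: TNF-alpha, DMSO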
# RAD54 branch: RAD54 (human) branch migration inhibition. Q92698. RAD54 Holliday junction branch migration, FAM/BHQ fluorescence. AID 602329. inhibition, % at 10.4 µM. 360,000 tested, 0.14% active;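 active means mean normalized replicate activity at least 40 and at least half of replicates scoring 40 or more; inconclusive means only one of the two criteria met; inactive means mean below 40 and under half of replicates reaching 40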;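 further: 0% = median of neutral control wells and 100% = median of positive control wells; inhibitors cause a drop in the FAM fluorescence signal; in these data hits start at about 50%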
# CASP6 VEID inh: inhibitors of human caspase-6; P55212; purified caspase-6, Z-VEID-R110 cleavage fluorescence; 350,000 tested, 0.53% active; inhibition, % at 12.5 µM; AID 686996;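 active means mean inhibition across replicates at least about 35%, with every replicate also reaching that limit, limit read from the data; inconclusive means only one of the two criteria met; inactive means neither criterion met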;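 further: 0% = median of neutral control wells and 100% = no fluorescence left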
# Target sequence (P55212 24-179 limits assumed): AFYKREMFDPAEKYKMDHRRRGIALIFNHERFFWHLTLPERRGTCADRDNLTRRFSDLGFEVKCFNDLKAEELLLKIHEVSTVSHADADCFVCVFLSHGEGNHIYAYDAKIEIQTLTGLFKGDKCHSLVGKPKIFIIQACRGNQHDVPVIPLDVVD
# Target sequence (P55212 194-293 limits assumed): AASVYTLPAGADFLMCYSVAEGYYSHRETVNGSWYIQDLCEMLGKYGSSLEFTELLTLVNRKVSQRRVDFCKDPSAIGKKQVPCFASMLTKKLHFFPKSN
# The depositor's hits bear a star; ? = inconclusive; . = not tested or not shown; & = joins results of further samples.
molecule,INS-1E GSIS act,Xi reactivation,RAD52 inh,F508del corr,DENV2 CPE rescue,E-sel inducer,RAD54 branch,CASP6 VEID inh
Cc1ccc(NC(=O)C2CCN(S(=O)(=O)c3cccs3)CC2)c(O)c1,-1.6,-0.1,2.5,3.2,-6.2,0.4,15.9,4.8
C[C@@H]1CN([C@@H](C)CO)S(=O)(=O)c2ccc(C#Cc3cccc(F)c3)cc2O[C@@H]1CN(C)CC1CC1,-16.6,-0.1,-26.8&10.9,1.6&-3.4,-15.3&-1.1,0.4,3.2&2.5,-3.3&3.9
CN1CCN(NC(=O)c2ccc(COc3ccccc3Br)o2)CC1,-3.8,0.0,3.8,0.2,-2.9,.,.,-9.9
Cc1ccc2nc(NC(=O)c3ccc(NS(=O)(=O)c4cccs4)cc3)sc2c1,-2.6,-0.4,-4.1,.,-7.3,.,.,5.0
C=CCNC(=S)N(C)[C@H]1C[C@H]2c3cc(-c4ccccc4C)ccc3CCN2C[C@H]1[C@H](C)O,-47.3,0.0,-177.1,-1.0,-5.6,0.0,.,-7.1
CCCc1nn(C)c(C(=O)Nc2ccc3ccccc3c2)c1Cl,20.1,0.0,.,.,.,0.8,-5.0,.
CO[C@@H]1CN(C)C(=O)c2cc(NS(=O)(=O)c3cn(C)cn3)ccc2OC[C@@H](C)N(Cc2cccc(F)c2)C[C@H]1C,-19.0,-0.1,-6.1,1.0,14.8,-0.1,-6.4,-0.3
Cc1cc(C)cc(NC(=O)Cn2ncn3c(cc4ccccc43)c2=O)c1,15.2,.,-22.0,-1.6,2.5,.,4.3,.
CC(=O)N1N=C(c2ccccc2)CC1c1ccc2c(c1)OCO2 (centres undefined),2.6,0.0,-4.7,1.4,-0.1,.,-7.0,-1.3
C/C(=C\c1ccc(Br)cc1)C(=O)c1c(C)cc(C)[nH]c1=O,-14.9,0.1,-4.2,-1.0,-0.7,-0.1,-0.1,0.7
CN1C(=O)c2cc(NC(=O)c3ccccc3Cl)ccc2OC[C@H]2O[C@@H](CC(=O)NCC(F)(F)F)CC[C@H]21,2.1,0.0,-3.4,.,-2.1,-0.1,3.5,-4.3
COc1ccc(Nc2cc(C)nc3ncnn23)c(OC)c1,11.8,0.3,0.8,-2.6,-2.5,0.2,4.9,-7.5
Cc1ccccc1OCC(=O)Nc1ccccc1-c1ccccc1,8.6,0.0,-3.3,0.3,6.6,.,.,0.2
CCCNC(=O)N1CC2(CN(C(=O)COC)C2)c2c(n(C)c3cc(OC)ccc23)[C@H]1CO,9.4,0.3,-2.1,-1.2,-3.0,0.1,.,4.8
CC(C)(CO)NC12CC3CC(CC(C3)C1)C2,-23.7,0.0,-9.1,-0.3,0.4,0.3,-5.2,9.8
CNC(=O)c1cccc2nc3ccccc3nc12,15.0,0.3,2.6,-0.4,-2.6,.,35.1,3.4
C[C@H](CO)N1C[C@H](C)[C@@H](CN(C)C(=O)Nc2cccc3ccccc23)Oc2ccc(NC(=O)CCCN(C)C)cc2C1=O,1.5,1.1,-48.6,-2.8,3.6,3.8,.,-13.8
O=C(NCc1ccccc1)C(c1ccccc1)n1c(C2CC2)nc2ccccc21 (centres undefined),-6.5,0.1,-2.8,-1.5,2.3,-0.1,.,-0.5
CC(=O)c1ccc(OCc2cc(C(=O)N3CCCCCCC3)no2)cc1,-40.1,0.0,-11.6,0.1,?,-0.9,1.5,2.3
COCC(=O)N1C[C@@H](C)[C@H](OC)CN(C)C(=O)c2ccc(NS(C)(=O)=O)cc2OC[C@H]1C,24.1,0.4,-12.8,-2.6,-1.0,-0.1,-1.9,.
C=CCc1cc(C=O)cc(OCC)c1OCc1ccc(Cl)cc1,-48.1,0.3,-19.9,.,-6.5,-1.0,-5.6,-1.0
CCC(=O)N(C)C[C@H]1Oc2cc(C#Cc3cccnc3)ccc2S(=O)(=O)N([C@H](C)CO)C[C@@H]1C,12.9,-1.3,10.1,3.6,8.5,1.3,-3.3,1.6
COC(=O)c1cc(S(=O)(=O)N2CCCC(C)C2)c[nH]1 (centres undefined),10.1,0.0,-0.3,-2.2,-2.6,1.3,11.3,-1.8
CN(N)c1nc(C(F)(F)F)nc2ccccc12,36.8,0.1,-15.1,-4.9,-6.6,.,3.6,0.4
c1ccc2c3nnc4n(c-3nc2c1)CCCS4,3.4,.,-0.9,4.2,-7.2,.,2.0,6.3
CC1CN(S(=O)(=O)c2cccc(C(=O)NCCc3ccc(S(N)(=O)=O)cc3)c2)CC(C)O1 (centres undefined),.,0.4,-7.2,1.1,-2.1,0.0,-7.5,4.5
CCc1ccc(C2NC(=O)c3ccccc3O2)cc1 (centres undefined),6.5,0.0,0.4,-2.3,0.1,.,-2.5,-2.8
COc1cccc2c(=O)n(CC(=O)Nc3ccccc3F)ccc12,.,0.1,4.4,1.4,-4.9,0.0,4.6,2.6
Cc1noc(C)c1NC(=O)N(C)C[C@H]1OCCCC[C@@H](C)Oc2ccc(NS(=O)(=O)c3ccc(F)cc3)cc2C(=O)N([C@H](C)CO)C[C@H]1C,-11.4,0.0,19.7,1.4,6.7,0.3,-1.7,-3.7
O=C1/C(=C/c2cccnc2)SC(=S)N1c1ccc(F)cc1,-1.2,-0.1,-28.2,-4.2,?,.,.,1.2
CC(C)c1nnc(NC(=O)Cc2ccc(Br)cc2)s1,15.2,0.4,-1.3,.,-3.2,0.1,.,1.0
Cc1cccc(NC2CNC(=O)NC2=O)c1 (centres undefined),-13.6,0.3,-5.3,-1.1,-5.2,3.4,-4.8,1.1
CCNc1nc(NCC)nc(Oc2ccc(C(=O)OC)cc2)n1,10.3,0.3,2.0,0.4,2.9,-0.1,.,3.5
C[C@@H](NC(=O)C[C@H]1C=C[C@@H](NC(=O)C2CCC2)[C@H](CO)O1)c1ccccc1,17.7,-0.8,-0.2,1.7,-5.5,0.1,0.3,-5.6
O=S(=O)(Nc1ccc(O)c(NS(=O)(=O)c2ccccc2)c1)c1ccccc1,3.8,0.0,-19.4,-5.0,-3.7,-0.2,2.1,-1.1
CCOc1ccc(NS(=O)(=O)c2cc(NC(=O)CCNC(=O)c3ccco3)ccc2OC)cc1,2.0,0.0,-6.8,31.9*,1.7,-0.4,-8.9,2.4

# Quoted at random: 5 entries already listed, in no set order.
molecule,INS-1E GSIS act,Xi reactivation,RAD52 inh,F508del corr,DENV2 CPE rescue,E-sel inducer,RAD54 branch,CASP6 VEID inh
CC(C)c1nnc(NC(=O)Cc2ccc(Br)cc2)s1,15.2,0.4,-1.3,.,-3.2,0.1,.,1.0
CCNc1nc(NCC)nc(Oc2ccc(C(=O)OC)cc2)n1,10.3,0.3,2.0,0.4,2.9,-0.1,.,3.5
CCOc1ccc(NS(=O)(=O)c2cc(NC(=O)CCNC(=O)c3ccco3)ccc2OC)cc1,2.0,0.0,-6.8,31.9*,1.7,-0.4,-8.9,2.4
O=S(=O)(Nc1ccc(O)c(NS(=O)(=O)c2ccccc2)c1)c1ccccc1,3.8,0.0,-19.4,-5.0,-3.7,-0.2,2.1,-1.1
O=C1/C(=C/c2cccnc2)SC(=S)N1c1ccc(F)cc1,-1.2,-0.1,-28.2,-4.2,?,.,.,1.2

# F508del corr: hit marks shown above.
mol	INS-1E GSIS act	RAD52 inh	F508del corr	DENV2 CPE rescue	CASP6 VEID inh
CCOc1ccc(NS(=O)(=O)c2cc(NC(=O)CCNC(=O)c3ccco3)ccc2OC)cc1	2.0	-6.8	31.9*	1.7	2.4

# More entries
molecule,INS-1E GSIS act,Xi reactivation,RAD52 inh,F508del corr,DENV2 CPE rescue,E-sel inducer,RAD54 branch,CASP6 VEID inh
CC1(C)CC(CCC(=O)NC(=S)Nc2ccccc2Cl)C(=O)O1 (centres undefined),2.0,0.0,-22.1,4.4,5.7,-0.1,.,0.7
COc1ccccc1OCCC(=O)Nc1cccc(S(=O)(=O)N2CCOCC2)c1,24.2,0.4,1.5,0.7,-4.3,.,-4.8,0.3
CC(=O)Nc1cc(-c2cccc(C(=O)NCCO)c2)cn2c(-c3ccc(F)cc3)cnc12,1.3,0.0,-73.7,1.2,-1.8,0.1,3.4,-1.3
CCCC(=O)Nc1ccc2c(c1)OC[C@@H](C)N(C(=O)c1cnccn1)C[C@@H](C)[C@H](OC)CN(C)C2=O,0.1,0.3,-2.1,-1.2,-0.3,-0.2,-4.8,0.3
O=c1cnc2ccccc2n1Cc1ccc(Br)cc1,55.4,0.1,-9.7,0.5,6.9,.,13.9,.
NS(=O)(=O)c1ccc(CCNCc2cc(Cl)ccc2OCc2ccccc2)cc1,-22.4,0.1,19.6,0.9,-19.3,.,11.8,-0.2
CCc1nc(SCC(=O)OC)c2c3c(sc2n1)COC(C)(C)C3,14.4,0.2,-2.3,3.2,5.5,.,-4.4,-3.3
CC(=O)c1cccc(CN2CCN(CCC(C)C)C(CCO)C2)c1 (centres undefined),2.4,0.3,-12.2,0.4,4.2,-0.4,-0.9,-1.2
O=C(CCS(=O)(=O)Cc1ccccc1)NCCc1ccccc1,-9.3,0.0,-5.3,0.4,0.7,.,.,-0.2
CCOC(=O)CSCC(=O)Nc1nnc(-c2cccc([N+](=O)[O-])c2)s1,.,-0.1,-1.0,-2.7,-0.5,0.4,-7.3,-2.1
Cc1ccc(S(=O)(=O)N2CCCN(S(=O)(=O)c3ccccc3Br)CC2)cc1,16.2,0.0,-12.6,2.1,0.8,-0.6,2.5,-1.8
COc1ccccc1-c1sc2ccccc2c1-c1cnc(N2CCOCC2)nc1,7.4,-0.1,-16.8,-2.2,-4.3,0.3,.,-1.8
COc1ccc(CCNC(=O)CCC(=O)NC2CCCC(C)C2C)cc1OC (centres undefined),-0.8,-0.1,-11.9,1.0,2.8,.,-6.3,-1.6
Cc1cccc(NC(=O)C2CCCN(c3ncnc4c3nc3n4CCCCC3)C2)n1 (centres undefined),10.1,0.0,-3.9,-0.5,-4.4,-0.2,-3.5,0.4
CCOC(=O)/C(C#N)=N/Nc1ccccc1C#N,-0.2,-0.1,-7.0,-2.4,-0.3,-0.3,.,0.1
COc1ccc(S(=O)(=O)NC(C)C(=O)NC2CC2)cc1C (centres undefined),10.6,-0.2,2.3,-0.6,-1.3,0.0,-0.7,11.2
Cc1ccc2[nH]c(C(=O)NCCN3CCCC3)cc2c1,-1.1,0.0,-1.1,2.8,-1.4,-0.2,-0.7,1.1
CCC(C)[C@H]1CNCCN1CCc1cccc2ccccc12 (some centres undefined),-10.2,0.0,-6.3,2.9,8.9,-0.1,9.9,.
